# Tb MetRS inh: blocks T. brucei methionyl-tRNA synthetase activity; purified T. brucei MetRS, ATP depletion, Kinase-Glo luminescence; inhibition, % at 11.9 µM; actives 0.4% (n = 360,000);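 active = inhibition above a per-plate cutoff of the control wells' mean inhibition plus 3 SD, cut at about 5.5% in these data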;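 note: 0% = DMSO wells median and 100% = median of wells with control inhibitor compound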
#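 Dosing: 11.9 µM single point; system: parasite MetRS enzyme; technique: luminescence of leftover ATP; times: 15 min enzyme-compound preincubation, 2 h reaction, 10 min detection, 25 °C; replicates: each compound tested once; read-out basis: percent inhibition relative to median high and low control wells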
# STEP block: STEP (human) phosphatase inhibition | P54829 | inhibition, % at 20 µM | AID 588621 | recombinant STEP, OMFP fluorogenic substrate, fluorescence | actives 0.25% (n = 360,000);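 active = inhibition at 20 µM, scaled per plate between control wells, above about 37%, limit read from the data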;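 note: 0% = DMSO with enzyme and substrate and 100% = substrate only without enzyme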
#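 Measure: Control-normalized % inhibition with plate pattern correction | Test system: STEP phosphatase, cell-free reaction | Medium: pH 6.0 Bis-Tris with DTT and Tween 20 | Technique: Fluorescence, 480/540 nm | Times: Reaction 20 min, ambient temperature | Doses: Single compound dose of 20 µM, 1% DMSO final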
# Scp-1 inhibitor: blocks human Scp-1 phosphatase activity | Q9GZU7 | Recombinant Scp1, phosphopeptide, malachite green phosphate absorbance | actives 0.88% (n = 340,000) | AID 493091 | inhibition, % at 20 µM;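 active = inhibition above about 50% at 20 µM, limit read from the data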;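 note: plate controls were DMSO wells with enzyme for no effect and wells lacking enzyme for full effect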
# Target sequence (Q9GZU7 76-261 limits assumed): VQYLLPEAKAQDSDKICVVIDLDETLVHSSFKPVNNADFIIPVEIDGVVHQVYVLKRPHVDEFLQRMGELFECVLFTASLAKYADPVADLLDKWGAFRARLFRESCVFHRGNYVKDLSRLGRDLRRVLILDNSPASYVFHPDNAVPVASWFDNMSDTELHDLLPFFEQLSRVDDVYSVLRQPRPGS
#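 Times: enzyme reaction 45 min at room temperature, colour 5 min, stabilisation 30 min. Material: SCP-1 catalytic fragment, aa 76-261. Medium: Acidic Tris acetate buffer with magnesium and detergent. Signal: colorimetric free-phosphate detection, absorbance 630 nm. Read-out basis: % inhibition of SCP-1 phosphate liberation. Reagent: Phosphorylated 17-residue peptide substrate.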
# SKN-1 block: inhibitors of C. elegans SKN-1; AID 624304; inhibition, % at 21.8 µM; actives 0.49% (n = 360,000); C. elegans VP596 Pgst-4::GFP/RFP ratio, acrylamide-induced, 24 h;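 active = interference check ratio from 0.5 to 1.5 plus GFP to RFP signal ratio inhibition reaching or exceeding a fixed threshold, cut at about 30% in these data, passing the limit was not always enough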; note: some compounds called inactive have numbers as strong as hits
# NRP1-CendR mod: alters CendR peptide binding to human NRP-1; actives 0.85% (n = 360,000); inhibition, % at 25 µM; AID 602438; O14786; FAM-RPARPAR peptide binding to NRP-1, fluorescence polarization;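 active = inhibition or corrected inhibition above about 18%, plus a signal ratio from 0.5 to 1.5, limit read from the data, passing the limit was not always enough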; note: strong numbers were not always called active
# Target sequence (O14786 whole entry, looked up): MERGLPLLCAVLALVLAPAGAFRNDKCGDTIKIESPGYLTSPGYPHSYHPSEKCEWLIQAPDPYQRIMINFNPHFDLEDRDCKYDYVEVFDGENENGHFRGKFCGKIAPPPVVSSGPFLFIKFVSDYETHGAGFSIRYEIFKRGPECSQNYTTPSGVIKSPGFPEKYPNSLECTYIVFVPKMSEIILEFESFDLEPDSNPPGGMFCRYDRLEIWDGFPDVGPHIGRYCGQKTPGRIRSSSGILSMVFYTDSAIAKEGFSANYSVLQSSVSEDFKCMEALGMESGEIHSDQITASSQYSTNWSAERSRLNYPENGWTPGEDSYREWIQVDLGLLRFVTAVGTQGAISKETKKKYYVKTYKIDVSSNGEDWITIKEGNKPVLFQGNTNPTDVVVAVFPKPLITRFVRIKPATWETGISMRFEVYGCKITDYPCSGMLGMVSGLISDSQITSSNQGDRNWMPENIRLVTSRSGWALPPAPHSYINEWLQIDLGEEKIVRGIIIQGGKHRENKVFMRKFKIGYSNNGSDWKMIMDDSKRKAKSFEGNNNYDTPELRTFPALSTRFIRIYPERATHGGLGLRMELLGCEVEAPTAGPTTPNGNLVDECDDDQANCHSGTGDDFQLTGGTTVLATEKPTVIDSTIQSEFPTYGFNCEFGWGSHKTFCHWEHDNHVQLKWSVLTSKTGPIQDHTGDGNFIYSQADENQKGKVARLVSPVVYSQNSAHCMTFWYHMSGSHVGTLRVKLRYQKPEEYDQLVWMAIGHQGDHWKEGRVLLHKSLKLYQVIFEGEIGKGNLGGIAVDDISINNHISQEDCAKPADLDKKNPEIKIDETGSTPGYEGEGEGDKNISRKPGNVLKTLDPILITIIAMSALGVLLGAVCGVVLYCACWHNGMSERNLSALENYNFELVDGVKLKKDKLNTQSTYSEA
# SUMO1-SIM PPI: modulators of human SUMO1-mediated protein-protein interactions; actives 0.33% (n = 360,000); AID 602429; SUMO1 binding to a labelled peptide, TR-FRET, 1 h; inhibition, % at 20 µM; P63165; in the data active = inhibition above about 37%
# NadD block: blocks S. aureus nicotinate mononucleotide adenylyltransferase; purified NadD enzyme, colorimetric absorbance read-out; inhibition, % at 20 µM; actives 0.78% (n = 360,000); in the data active = inhibition above about 26%; note: some compounds past the cut are filed as inactive
# Neddyl block: blocks human cullin neddylation. P61081+Q13564. calls only at 25 µM. AID 651699. TR-FRET cullin neddylation, biochemical. actives 0.58% (n = 360,000); in the data active = inhibition above about 36%
# DNMT1 block: inhibitors of human DNMT1; DNMT1 molecular beacon, Hinp1I cleavage, fluorescence; AID 588458; inhibition (reported as % activation of signal), % at 10 µM; actives 0.83% (n = 360,000); in the data active = inhibition above about 50%
# LMPTP inh: LMPTP (human) inhibition | P24666 | recombinant LMPTP-A, OMFP fluorogenic substrate, fluorescence intensity | inhibition, % at 20 µM | actives 0.22% (n = 360,000);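 active = compounds that cut the enzyme signal by at least half of the control window in the single-dose screen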;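 note: plate controls were DMSO wells with enzyme plus substrate for no effect and substrate without enzyme for full effect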
#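 Buffer or medium: Bis-Tris pH 6.0, DTT, detergent; Assay system: LMPTP-A enzyme; Quantity: 0.625 nM enzyme; Detection: endpoint fluorescence intensity; Times: 50 min dark incubation at room temperature; Controls: substrate-only low control, DMSO enzyme-plus-substrate high control; Doses: single 20 µM dose; Read-out: percent inhibition versus substrate-only and uninhibited controls; Reagent: 400 µM OMFP.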
# Starred values were filed as active, the others as inactive; i = inactive; nt = no result given; + = active, no number.
SMILES,Tb MetRS inh,STEP block,Scp-1 inhibitor,SKN-1 block,NRP1-CendR mod,SUMO1-SIM PPI,NadD block,Neddyl block,DNMT1 block,LMPTP inh
COC(=O)c1c(NC(=O)CCCC(=O)O)sc2c1CCC2,0.1,-4,3,7,-11,12,-3,i,3,-1.8
O=C(COC(=O)Cc1ccccc1F)Nc1cccc(F)c1,-0.4,1,-1,-5,5,5,-1,i,-2,-1.3
CCCNC(=O)Cn1c(-c2ccc(F)cc2)cc(C(=O)OCC)c1C,-1.0,-3,-1,-7,-8,-1,-1,i,6,-1.4
CCC(=O)Nc1cc(-c2cc3ccccc3oc2=O)ccc1OC,-0.3,-1,-8,-1,3,-24,0,i,1,1.8
Cc1nonc1OCCN1CCN(c2ccccc2[N+](=O)[O-])CC1,0.9,-1,-7,-4,4,9,-5,i,-2,-0.2
CC(C)(C)c1cc(CSC(=S)NC2CCS(=O)(=O)C2)c(Br)c(C(C)(C)C)c1 (centres undefined),0.3,2,-7,9,0,1,5,i,3,-1.0
O=C(NCCC1=CCCCC1)Nc1ccc2nsnc2c1,0.6,3,-12,-6,12,-21,-10,nt,1,1.4
O=C(Cn1nnc(-c2ccc(F)cc2)n1)NC(=O)NC1CCCCC1,-0.3,-2,nt,10,-3,-2,-3,i,-1,1.2
CC(C)CNC(=O)C1(C)CCN1C(=O)c1ccc(C(C)(C)C)cc1 (centres undefined),-0.4,-2,nt,0,-3,-2,3,i,5,-0.2
Cn1nnnc1Sc1ncnc2scc(-c3cccc(Br)c3)c12,0.0,1,-4,6,16,-4,-3,i,9,1.6
Oc1c(C=C2N=c3ccccc3=N2)sc(=S)n1-c1ccc2ccccc2c1,-0.9,1,-7,-7,-3,-6,15,i,13,2.8
COc1cccc(N2C(=O)CC(N3CCN(S(=O)(=O)c4ccccc4)CC3)C2=O)c1 (centres undefined),0.1,1,4,0,-9,3,2,i,1,1.0

# Compounds listed so far that contain an aryl methoxy group:
SMILES,Tb MetRS inh,STEP block,Scp-1 inhibitor,SKN-1 block,NRP1-CendR mod,SUMO1-SIM PPI,NadD block,Neddyl block,DNMT1 block,LMPTP inh
CCC(=O)Nc1cc(-c2cc3ccccc3oc2=O)ccc1OC,-0.3,-1,-8,-1,3,-24,0,i,1,1.8
COc1cccc(N2C(=O)CC(N3CCN(S(=O)(=O)c4ccccc4)CC3)C2=O)c1 (centres undefined),0.1,1,4,0,-9,3,2,i,1,1.0

# (continued)
SMILES,Tb MetRS inh,STEP block,Scp-1 inhibitor,SKN-1 block,NRP1-CendR mod,SUMO1-SIM PPI,NadD block,Neddyl block,DNMT1 block,LMPTP inh
COc1c(Cl)cc(Cl)cc1CNCCNCCO,-0.7,-2,-5,6,8,0,4,i,2,-2.4
CSCCC(C(=O)Nc1c(C)cccc1C)n1c(-c2ccc(-c3ccccc3)cc2)nc2ccccc21 (centres undefined),-0.2,nt,nt,0,9,-3,nt,i,nt,4.8
Cc1cccc(C(=O)NC(=S)Nc2ccc(S(=O)(=O)N3CCN(C)CC3)cc2)c1,-0.7,21,-12,25,16,9,-2,i,1,0.3
O=S(=O)(NCCCN1CCN(c2ccccc2F)CC1)c1cccc2cccnc12,-0.3,3,6,-4,6,1,-3,i,6,5.5
Cc1ccc(C)c(N(CC(=O)NC2CCCC2)C(=O)c2cc3cc4cc(C)ccc4nc3s2)c1,-1.0,5,-8,7,-4,1,28,i,-3,3.3
S=c1[nH]nc(C23CC4CC(CC(C4)C2)C3)n1Cc1ccco1,0.9,1,4,-5,14,-1,3,i,2,0.1
CCC(C(=O)NC(C)CCc1ccco1)n1nc(C)n2c(cc3occc32)c1=O (centres undefined),-0.3,-4,-8,0,2,-2,1,i,0,0.1
O=C(Nc1ccc(-c2csc(Nc3ccccc3)n2)cc1)c1cc([N+](=O)[O-])cc(C(F)(F)F)c1,-0.2,-3,4,11,6,-1,32*,i,-18,5.0
CCN(CC)CCN1C(=O)C2C(C(=O)Nc3cccc(C)c3)C3C=CC2(O3)C1C(=O)NC1CCCC(C)C1C (centres undefined),-0.8,-1,-6,-4,11,9,-9,i,-3,-2.6
COc1ccc2nc(Nc3nc(CSc4ccc(C)cc4)cc(=O)[nH]3)nc(C)c2c1,-1.2,1,5,-20,-13,1,4,i,34,2.1
Cc1ccc(OCC(=O)Nc2ccc3c(c2)nc2n3CCOC2)cc1,0.1,0,-8,-22,3,2,-4,i,1,0.5
O=C(O)CCC(=O)/C=C/c1ccccc1,-0.6,0,-7,-2,5,-1,2,i,2,0.8
Cc1ccc(NC(=O)CSc2nc(C)c(Cc3ccccc3)c(=O)[nH]2)cc1C,-0.6,0,-1,2,14,-1,10,i,-3,0.8
Cc1cccc(C)c1NC(=O)CCCN1C(=O)C(c2ccccc2)Oc2cccnc21 (centres undefined),0.5,1,-6,-9,6,2,1,i,-1,0.0
COc1ccc(CC(=O)NC(CC(=O)O)c2ccc(OC)cc2)cc1 (centres undefined),-0.4,1,-6,-4,3,-1,1,i,11,-0.1
Cc1cccc(NS(=O)(=O)c2ccc(C)c(C(=O)NCC(c3cccs3)N(C)C)c2)c1 (centres undefined),-0.7,0,-4,-15,6,2,-7,i,0,-1.5
CN(C)c1ncc(S(=O)(=O)c2ccccc2)c(-c2ccc(Cl)cc2Cl)n1,-0.8,0,3,6,0,-1,-2,i,5,2.0
CCOC(=O)C1CCCN(C(=O)/C=C/c2ccc(Cl)cc2)C1 (centres undefined),0.1,0,-7,13,14,34,-7,i,-2,-0.2
COC(=O)C12OCC34C(CC5C(C)=C(O)C(=O)CC5(C)C3C(O)C1O)OC(=O)C(OC(=O)C=C(C)C)C24 (centres undefined),-0.4,2,2,41*,-15,0,1,i,-1,-1.2
O=C(CSc1nnc2scc(-c3ccccc3)n12)c1ccc2c(c1)OCCO2,-0.2,3,-1,13,-30,20,10,i,3,0.7
Oc1c(CNc2ccccc2)cc(COCc2ccccc2)c2cccnc12,-0.2,8,18,-4,1,-10,1,i,1,1.4
COc1ccc(Nc2ncnc3sc(C)cc23)c(OC)c1,-0.8,0,-8,20,1,6,-3,i,3,-1.1
CCOc1ccc(/C=N/NC(=O)c2cc3ccccc3cc2OC)cc1,-0.3,3,-2,-10,-4,-8,0,+,1,5.5
CCOc1ccc(CC(=N)C2=C(O)CC(C)(C)CC2=O)cc1OCC,-0.4,1,-9,-2,-7,2,-2,i,4,-1.0

# Limited to Neddyl block, for two of the compounds above:
structure | Neddyl block
CCOc1ccc(CC(=N)C2=C(O)CC(C)(C)CC2=O)cc1OCC | i
CCOC(=O)C1CCCN(C(=O)/C=C/c2ccc(Cl)cc2)C1 (centres undefined) | i

# Carrying on:
SMILES,Tb MetRS inh,STEP block,Scp-1 inhibitor,SKN-1 block,NRP1-CendR mod,SUMO1-SIM PPI,NadD block,Neddyl block,DNMT1 block,LMPTP inh
Cc1cc(NC(=O)CSc2nnc(COc3cccc(C)c3C)n2Cc2ccco2)no1,-1.3,-1,-4,18,-10,1,2,i,13,1.6
CCCS(=O)(=O)N1CCCC(C(=O)NCCN2CCOCC2)C1 (centres undefined),-0.1,0,-10,27,21,3,-6,i,-1,0.8
O=C(Nc1ccccc1)C1COc2ccccc2O1 (centres undefined),-1.6,0,1,-7,9,5,-4,i,0,1.0
Cn1c(=O)n(C)c2cc(N3CCCC3)c(NC(=O)c3cccc(F)c3)cc21,-0.3,-2,-7,19,13,2,1,i,0,0.1
COc1ccc(OC)c(N(C)S(=O)(=O)c2ccc3c(c2)N(C(C)=O)CCO3)c1,-0.4,0,-5,6,9,0,2,i,-2,-1.0
COC(=O)C1Cc2c([nH]c3ccccc23)CN1C(C)=O (centres undefined),0.3,-1,-6,7,-9,-2,1,i,-2,-0.4
CCn1cc(C(=O)NCCCN2CCCC(C)C2)c(=O)c2cc(S(=O)(=O)N(C)C3CCCCC3)ccc21 (centres undefined),-0.6,-2,0,-8,3,-4,-3,i,2,-0.5
C[C@H](CO)N1C[C@H](C)[C@@H](CN(C)S(=O)(=O)c2ccccc2F)OCc2cnnn2CCCC1=O,0.2,2,nt,1,-2,4,-4,i,3,-1.3
Cc1nn(CC(=O)Nc2ccc(Cl)cc2Cl)c(=O)c2ccccc12,-1.0,0,3,-12,-16,-9,-11,i,-2,0.5
CCOc1ncccc1C(=O)OCC(=O)c1ccc(OC)c(OC)c1,-0.8,-4,10,-15,6,3,-10,i,1,1.2
CCc1noc(C)c1C(=O)Nc1nc(-c2ccc(F)cc2)c(C)s1,-0.5,3,-2,20,9,2,-10,i,1,2.0
O=S(=O)(Nc1cccnc1Cl)c1ccc2c(c1)OCCO2,-0.7,-1,1,-3,4,5,10,i,1,-1.1
O=C(COC(=O)c1ccccc1O)NC(c1ccccc1)c1ccccc1,-0.1,2,-12,7,8,-6,0,i,29,-1.6
O=C(NCC(=O)N1CCCCCC1)c1ccc(OC(F)F)cc1,-0.2,-2,4,-12,3,-7,-1,i,1,0.4
Cc1cc2c(cc1C)/C(=N/NC(=O)c1ccccn1)CCC2,-0.6,-1,-3,-3,13,-13,5,i,2,-0.3
COC(=O)C1=C(C)NC(C)=C(C(=O)OC)C1c1ccco1,-0.7,1,-8,-3,-1,3,-4,i,3,-1.4
c1ccc2c(c1)oc1c(Nc3ccc4c(c3)OCCO4)ncnc12,-0.6,3,-4,19,1,4,1,nt,0,1.3
CCOCCNC(=O)c1ccc2c3c(cccc13)CC2,0.1,1,-6,-1,-2,-7,1,nt,1,-0.9
COC(=O)C1(C#N)C(c2ccccc2)C1(C(=O)OC)C(=O)OC (centres undefined),-0.2,2,4,-9,0,4,-2,i,1,1.2
Cc1cc(NCC(C)C)n2ncnc2n1,0.5,2,-6,-8,-3,1,2,i,7,-1.5
COc1ccc2nc(-c3ccccc3)cc(C(=O)OCC(=O)N3CC(C)OC(C)C3)c2c1 (centres undefined),0.1,0,14,0,-5,-24,-1,nt,-22,2.4
CC(C)(C)N1C(=O)[C@H]2[C@@H](c3ccc(Br)cc3)N3C(=O)N(c4cccc(Cl)c4)C(=O)[C@@]3(Cc3ccccc3)[C@H]2C1=O,-0.4,-1,-17,-16,0,-1,13,i,-7,1.4
COc1ccc(/C=N/n2c(C)nc3sc(C)c(C)c3c2=O)cc1,-0.1,-2,4,-10,-5,8,-6,i,19,1.4
COc1cccc(-n2c(SCC(=O)NC3CCS(=O)(=O)C3)nc3ccccc3c2=O)c1 (centres undefined),0.2,3,-5,14,5,-2,-1,i,-1,-0.4
Cc1nn(-c2ccccc2)c(C)c1/C=C/C(=O)OCC(=O)Nc1ccc(S(N)(=O)=O)cc1,0.3,-2,-3,-2,-7,3,5,i,-9,-0.2
CN(CC(=O)NCc1cccs1)CC(=O)Nc1ccccc1Cl,0.6,1,nt,-1,-4,5,-5,i,1,-1.1
